Fluorescein fluor – compound autofluorescence in fluorescein spectral region; Compound autofluorescence, 480/540 nm, fluorescein-equivalent; active compounds read high; max fluorescein-equivalent concentration, M; hit rate 0.91% among 59,000; AID 593; in the data active = max fluorescein-equivalent concentration above about 10 nM; inconclusive = between about 1.1 nM and that limit
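Fluorescein stocks ranging 3 mM down to 300 nM, plus DMSO blanks, were pinned alongside compounds to build a per-plate standard curve. Buffer: 100 mM Tris, pH 8.0. Incubation 15 min, room temperature; filters 480/540 nm.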
A350 fluor – A350 region autofluorescence. max dye-equivalent concentration, M. Compound autofluorescence, 340/450 nm, Alexa 350 dye-equivalents; active compounds read high. hit rate 11% among 59,000. AID 590; in the data active = max dye-equivalent concentration above about 10 nM; inconclusive = mostly about 1.1 nM to 9.6 nM
HEK293 cAMP ctrl – counter-screen for TSHR agonists: cAMP increase in parental HEK293; AID 938; Potency, µM (top dose mostly 57.1 µM), without a hit: top-dose activation, hits mostly activators; parental HEK293 CNG cAMP sensor, membrane potential fluorescence; hit rate 2.5% among 73,000; note: potency is the fitted concentration of half-maximal effect; % of control where 0% means no effect; nearly all actives have a fitted effect of over 55% in size
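Parental HEK 293 cells stably expressing a modified CNG channel (no TSHR) report cAMP rise as membrane depolarization. Membrane potential dye with 100 uM RO 20-1724 was loaded for 60 min at room temperature, then compound added for 30 min; fluorescence read at 590 nm.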
Rhodamine fluor – compound autofluorescence in rhodamine spectral region. Rhodamine-region fluorescence, 547/598 nm, Tris buffer; active compounds read high. max dye-equivalent concentration, M. hit rate 0.05% among 59,000. AID 594; in the data active = max dye-equivalent concentration above about 11 nM; inconclusive = between about 1.1 nM and that limit
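Intensities are converted to rhodamine-equivalent concentration using a six-point rhodamine standard on each plate. Compounds sit 15 min at room temperature in 100 mM Tris buffer, pH 8.0; read uses the 547/598 nm excitation/emission pair.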
4-MU autofl – compound fluoresces in the 4-MU spectral region; AID 589; hit rate 11% among 59,000; compound autofluorescence, 340/450 nm, 4-MU equivalents; active compounds read high; max dye-equivalent concentration, M; in the data active = max dye-equivalent concentration above about 10 nM; inconclusive = mostly about 1.1 nM to 9.6 nM
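Compounds in 100 mM Tris, pH 8.0, incubated 15 min at room temperature, then fluorescence read at 340 nm excitation/450 nm emission. Signal converted to 4-MU dye-equivalent concentration using an on-plate six-point 4-MU standard curve.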
Texas Red fluor – compound fluoresces in the Texas Red spectral region; Compound fluorescence, Texas Red channel, 547/618 nm; active compounds read high; max dye-equivalent concentration, M; hit rate 0.06% among 59,000; in the data active = max dye-equivalent concentration above about 10 nM; inconclusive = between about 1.1 nM and that limit
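Fluorescence at ex 547/em 618 nm, normalized against an on-plate Texas Red standard series to give dye-equivalent concentration per compound concentration. Buffer 100 mM Tris, pH 8.0; 15 min RT incubation before CCD imaging.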
Caspase-1 inhib – caspase-1 (human) inhibition, allosteric or competitive; Caspase-1 enzyme, Ac-WEHD-AFC fluorogenic rate; Potency, µM (titrated, usually from 57.5 µM), inactives show at the highest dose activity change, negative = inhibition, most hits filed as inhibitors; hit rate 0.03% among 75,000; P29466;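 note: potency is the fitted concentration of half-maximal effect; plate controls were vehicle for no effect and no substrate for full effect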
Tau fil binding – binders of human tau filaments. Potency, µM (titrated, usually from 57.1 µM), for inactives: at the top dose activity change, negative = inhibition. hit rate 2% among 71,000. P10636. recombinant tau filaments, thioflavin S fluorescence, 15 h; filaments grown with octadecylsulfate alongside compound. AID 596;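 note: potency is the fitted concentration of half-maximal effect; % is set by controls: 0 for no effect and ±100 for the full control effect; actives lower thioflavin S fluorescence by blocking filaments or displacing dye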
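ThS-based fibril read: tau 1 uM final, inducer ODS 30 uM final, 37 C for 15 h, ex 450/em 510 nm.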
ERK AVP block – vasopressin-driven ERK pathway inhibition. HEK293-V1b, vasopressin-stimulated pERK AlphaScreen. Potency, µM (titrated, usually from 57.5 µM), for inactives: top-dose activity, negative = inhibition, most hits filed as inhibitors. hit rate 0.99% among 72,000; note: potency is the fitted concentration of half-maximal effect; % is set by controls: 0 for no effect and ±100 for the full control effect; nearly all actives have a fitted effect of over 55% in size
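Phosphorylated ERK1/2 detected via AlphaScreen bead proximity in lysates of V1b-expressing HEK293 cells given 25 nM vasopressin for 5 min after 30 min compound exposure (37 °C). AC50 from Hill equation; basal DMSO 0%, vasopressin 100%.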
FLuc inh – firefly luciferase inhibition. purified firefly luciferase, luminescence, 8 min. Potency, µM (doses to about 57.1 µM), for the others: at the top dose activity change, negative = inhibition, hits mostly inhibitors. hit rate 2.2% among 72,000. AID 411; note: potency is the fitted concentration of half-maximal effect; % is set by controls: 0 for no effect and ±100 for the full control effect; nearly all actives have a fitted effect of over 40% in size
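Titration-based qHTS; buffer 50 mM imidazole pH 7.2, 50 mM KCl, 7 mM MgCl2, 10 uM ATP, 0.01% Tween 20, 0.05% BSA; luciferase/luciferin detector mix added after compound; 8 min, ambient; luminescence.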
Caspase-7 inhib – allosteric or competitive inhibitors of human caspase-7; Potency, µM (titrated, usually from 57.5 µM), for inactives: at the highest dose activity change, negative = inhibition, actives largely listed as inhibitors; recombinant caspase-7, Ac-DEVD-AFC fluorescence rate; P55210; AID 889; hit rate 0.02% among 75,000; active = well fitted inhibition curve with a large enough effect in the main read-out, with a control signal flat, not every such curve was filed as active; inconclusive = small, poorly fitted or top-dose-only effect, or a change in a side signal; note: potency is the fitted concentration of half-maximal effect; % of control where 0% means no effect
An asterisk follows results filed as active; i = inactive; ? = inconclusive; · = not tested or not shown; [ ] = remark or other dose. Unless noted, calls come from the whole dose curve; as a rule, active = well fitted curve in the direction sought with a large enough effect; inconclusive = small, poorly fitted or top-dose-only effect, or another doubt; inactive = no such curve, though single readings can be large; an effect the other way counts as inactive or inconclusive. A portion of the library; rates above refer to the full screens.

Preview (five entries):
SMILES	Fluorescein fluor	A350 fluor	HEK293 cAMP ctrl	Rhodamine fluor	4-MU autofl	Texas Red fluor	Caspase-1 inhib	Tau fil binding	ERK AVP block	FLuc inh	Caspase-7 inhib
COCC(C)N=CC1=C(O)CC(C)(C)CC1=O (stereo not given)	·	·	5.5%	·	·	·	-2.8%	-8.8%	5.1%	-1.3%	0.8%
O=c1cc(CN2CCN(Cc3ccccc3)CC2)c2cc(Cl)ccc2o1	i	i	?	i	i	?	0.1%	-25.8%	0.9%	-7.9%	-0.5%
CCOc1cc(C)c(S(=O)(=O)Nc2ccc(Cl)cn2)cc1C	i	?	28.7%	i	i	i	-0.7%	15.6%	4.9%	4.9%	5.6%
COc1ccc(N2C(=O)CC(N3CCN(S(=O)(=O)c4c(F)cccc4F)CC3)C2=O)cc1OC (stereo not given)	i	i	-7.2%	i	i	i	-0.8%	2.5%	0.7%	-34.6%	-1.7%
CN1CCc2c(C#N)c(N3CCCCC3)nc(NCc3ccccc3)c2C1	i	?	·	i	?	i	·	·	·	1.0%[25.5 µM]	·

This part in full (from the top)
SMILES	Fluorescein fluor	A350 fluor	HEK293 cAMP ctrl	Rhodamine fluor	4-MU autofl	Texas Red fluor	Caspase-1 inhib	Tau fil binding	ERK AVP block	FLuc inh	Caspase-7 inhib
COCC(C)N=CC1=C(O)CC(C)(C)CC1=O (stereo not given)	·	·	5.5%	·	·	·	-2.8%	-8.8%	5.1%	-1.3%	0.8%
O=c1cc(CN2CCN(Cc3ccccc3)CC2)c2cc(Cl)ccc2o1	i	i	?	i	i	?	0.1%	-25.8%	0.9%	-7.9%	-0.5%
CCOc1cc(C)c(S(=O)(=O)Nc2ccc(Cl)cn2)cc1C	i	?	28.7%	i	i	i	-0.7%	15.6%	4.9%	4.9%	5.6%
COc1ccc(N2C(=O)CC(N3CCN(S(=O)(=O)c4c(F)cccc4F)CC3)C2=O)cc1OC (stereo not given)	i	i	-7.2%	i	i	i	-0.8%	2.5%	0.7%	-34.6%	-1.7%
CN1CCc2c(C#N)c(N3CCCCC3)nc(NCc3ccccc3)c2C1	i	?	·	i	?	i	·	·	·	1.0%[25.5 µM]	·
O=S(=O)(c1ccccc1)N1CCC2(CC1)CN(c1ccccc1)C2	?	i	9.3%	i	i	i	-4.9%	1.0%	-8.2%	0.1%[11.4 µM]	-2.9%
CCc1c2c(nc3cccc(OC)c13)OC(CC)C2 (stereo not given)	·	·	15.8µM*	·	·	·	-4.2%	-4.8%	-6.7%	·	0.5%
Cc1ccc(S(=O)(=O)CC2CSc3nnc(C)c(=O)n32)cc1 (stereo not given)	i	?	-0.2%	i	i	?	0.4%	-13.2%	-2.5%	1.9%	-0.7%
COc1ccc(NCC(=O)Nc2ccc(Cl)cc2C)c(OC)c1	i	i	-6.8%	i	i	i	0.0%	?	-5.9%	2.9%	-1.2%
O=C(CSC1=Nc2ccccc2C2=NC(CC(=O)NCc3ccco3)C(=O)N12)NCC1CCCO1 (stereo not given)	?	5.77e-08M*	2.2%	i	6.07e-08M*	i	-2.9%	7.2%	-2.8%	1.0%	-4.0%
COCCNC(=O)CN(C(=O)CCC(=O)Nc1ccccn1)c1ccc(F)cc1	?	i	-2.9%	i	i	?	3.6%	-1.6%	0.5%	0.7%	-0.1%
O=C1CC(N2CCN(c3nc4ccccc4s3)CC2)C(=O)N1c1ccc(F)cc1 (stereo not given)	·	·	?	·	·	·	-1.0%	12.6%[11.4 µM]	?	1.1%	-2.3%
CCCCn1cnc2c1c(=O)n(C)c(=O)n2C	i	i	14.8%	i	i	i	0.2%	-2.1%	-1.1%	1.6%	1.0%
Cc1cc(Cl)ccc1OCc1nc(-c2ccc(O)cc2)n[nH]1	?	?	-3.1%	i	?	i	-1.4%	0.2%	?	?	-0.6%
COc1ccc(CNc2nc(-c3ccoc3)nc3ccccc23)c(OC)c1	?	i	?	i	i	i	?	-19.9%	2.9%	-2.9%[2.29 µM]	-9.8%
Cc1nccn1-c1ccc(C(F)(F)F)cc1NC=O	i	i	-3.1%	i	i	i	0.7%	4.4%	8.4%	-0.7%	-0.2%
O=C(NC1CCN(Cc2ccccc2)CC1)C1COc2ccccc2O1 (stereo not given)	i	i	20.4%	i	i	i	-0.7%	-8.5%	?	2.3%	1.5%
CCCCn1nnnc1NCc1ccc(N2CCCC2)cc1	i	i	-12.9%	i	i	i	2.1%	-11.3%	-12.6%	0.9%	-1.8%
CCc1nnc(SCc2ccc(OC)c(Br)c2)n1N	·	·	-0.7%[11.4 µM]	·	·	·	-2.6%	5.7%[11.4 µM]	2.7%	1.9%	0.7%
COc1ccc(C)cc1NC(=O)CSc1nnc(-c2ccc(OC)c(OC)c2)n1N	i	i	0.4%	i	i	?	1.0%	10.9%	-26.7%	2.9%	0.0%
Cc1ccc(C(=O)NCC(=O)OCC(=O)c2c(N)n(C)c(=O)n(C)c2=O)s1	?	i	8.3%	i	i	i	-6.3%	-1.9%	1.1%	-0.3%	-11.5%
CC(C)c1ccc(NC(=O)NC2CCCCC2)cc1	?	i	7.1%	i	i	i	-2.9%	13.1%	10.3%	?	-2.5%
COc1ccc(C(=O)N2CCC3(CCCN(c4ccncc4)C3)CC2)cc1	i	i	12.6µM*	i	i	i	-3.1%	9.1%	?	0.2%[11.4 µM]	-1.8%
CCOC(=O)CCc1c(C)nc2cc(C3CCCN(C(=O)OC(C)(C)C)C3)[nH]n2c1=O (stereo not given)	i	i	4.1%	i	i	i	1.3%	-5.0%	-34.4%	1.0%	0.0%
CC(C)[C@H](Nc1ncnc2nc[nH]c12)C(=O)O	i	i	-0.8%[11.4 µM]	i	i	i	-2.8%[11.5 µM]	2.2%[11.4 µM]	-11.4%[11.5 µM]	0.7%[11.4 µM]	0.5%[11.5 µM]
Continued:
SMILES	Fluorescein fluor	A350 fluor	HEK293 cAMP ctrl	Rhodamine fluor	4-MU autofl	Texas Red fluor	Caspase-1 inhib	Tau fil binding	ERK AVP block	FLuc inh	Caspase-7 inhib
O=C(O)c1ccc(CSCc2c(F)cccc2Cl)o1	i	i	5.1%	i	i	i	-5.5%	-12.5%	-1.5%	1.7%	1.4%
CSc1ncccc1C(=O)OCc1ccccc1	i	i	?	i	i	i	2.0%	-3.0%	-11.7%	-4.5%	-1.2%
CCCS(=O)(=O)N1CCCC(C(=O)NCCCOCC)C1 (stereo not given)	i	i	10.6%	i	i	i	-2.1%	-1.1%	-7.2%	1.7%	4.2%
CCOC(=O)Cc1c[nH]c2ccccc12	i	i	7.0%	i	i	i	4.3%	-3.6%	-14.2%	-0.6%	-2.3%
CCN(C(=O)c1sc(N)c(C#N)c1C)C1CCCCC1	·	·	16.9%	·	·	·	-1.7%	-11.3%	-7.3%	-1.8%	1.4%
NC(=O)CSCc1cccc(Br)c1	·	·	0.5%[11.4 µM]	·	·	·	0.1%	-2.7%[11.4 µM]	-22.7%	-1.8%	1.9%
CCCOC(=O)C1=C(C)NC2=C(C(=O)CCC2)C1c1ccc(N(C)C)cc1 (stereo not given)	i	2.55e-08M*	-8.6%	i	2.84e-08M*	?	-5.8%	-8.2%	-16.7%	0.1%	-4.2%
CCn1nnc(-c2ccccc2NC(=O)c2ccc(-n3cnnn3)cc2)n1	?	?	?	i	?	i	1.0%	61.2%	-2.5%	0.5%	-0.9%
CCC(=O)Nc1cc(-c2nn3c(C)nnc3s2)ccc1C	i	i	11.0%	i	i	i	0.4%	4.1%	-6.6%	-2.4%	-0.2%
CCOc1ccc(N2C(=O)CC(Sc3nc(C)cc(C)n3)C2=O)cc1 (stereo not given)	·	·	15.9%[11.4 µM]	·	·	·	0.9%	7.2%[11.4 µM]	-4.5%	1.7%	1.9%
COc1ccc(CC(=O)N2CCN(C(=O)Cc3ccc(OC)cc3)CC2)cc1	i	i	4.0%	i	i	i	1.8%	16.7%	-21.9%	1.1%	1.1%
Cc1cc(O)c(C(C)C)cc1CN1CCCCC1	i	i	5.5%[11.4 µM]	i	i	i	-1.5%[11.5 µM]	9.7%[11.4 µM]	?	1.0%[11.4 µM]	-0.6%[11.5 µM]
O=C1C(C2=C(O)c3ccccc3C2=O)=Nc2ccccc21	i	i	-22.6%	i	i	?	-2.8%	6.31µM*	-24.0%	-19.7%	0.5%
COc1ccc(C2CC(=O)N3CN(c4ccc(C)c(Cl)c4)CSC3=C2C#N)cc1OC (stereo not given)	·	·	-13.3%	·	·	·	31.6µM*	-14.1%	-11.7%	-12.9%	?
O=C(O)CSc1n[nH]c(=O)[nH]c1=O	i	i	5.3%[11.4 µM]	i	i	i	0.5%[11.5 µM]	-4.0%[11.4 µM]	-2.9%[11.5 µM]	2.2%[11.4 µM]	1.0%[11.5 µM]
CCCC(=O)Nc1c2c(nn1-c1ccc(OC)cc1)CS(=O)C2 (stereo not given)	i	i	6.9%	i	i	i	-0.2%	-3.2%	32.3%[activator]	0.3%	2.1%
Cc1ccc2c(Cl)cc(Cl)c(OCC(=O)NC(=O)NCc3ccco3)c2n1	?	i	21.1%	i	i	i	-2.6%	34.3%	4.2%	-32.2%	-7.7%
N#Cc1cnc(SCC(=O)c2ccccc2)nc1N	?	1.94e-08M*	-5.5%	i	1.68e-08M*	i	0.3%	-10.6%	?	-4.7%	·
Fc1cc2ncn(Cc3ccccc3)c2cc1F	?	i	-0.7%	i	i	?	0.5%	-10.6%	-12.1%	1.1%	-1.8%

Assay outcomes from PubChem.
